Source: PubChem BioAssay
Nrf2 inh: blocks Nrf2 signaling. A549 ARE-Fluc reporter, luciferase luminescence, 18-24 h. Potency, µM (doses to about 46 µM), without a hit: at the highest dose activity change, negative = inhibition, hits mostly inhibitors. 360,000 compounds, 2.1% hits; further: potency means the concentration at half of the fitted maximal effect; on the % scale 0 is the no-effect control and ±100 the full control effect; nearly all actives have a fitted effect of over 60% in size
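Cells were seeded and rested 2 h, then exposed to compounds for 18-24 h. CellTiter-Fluor was read first as a viability measure. BugLite was added 15 min before the final luminescent read of ARE-luciferase activity in A549 cells.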
TGFb SMAD3 inh: TGF-b pathway inhibition | HepG2 CAGA-GFP TGF-b/SMAD3 reporter, GFP fluorescence, 18 h; TGF-beta stimulated, 500 pg/mL final | Potency, µM (doses to about 46.1 µM), without a hit: at the top dose activity, negative = inhibition, most hits filed as inhibitors | 410,000 compounds, 1.2% hits | AID 588855; further: potency means the concentration at half of the fitted maximal effect; on the % scale 0 is the no-effect control and ±100 the full control effect; nearly all actives have a fitted effect of over 65% in size
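HEPG2 CAGA-GFP cells (1000/well, DMEM with 1% FBS) were pre-incubated 2 h at 37 degrees C, given compound by pin tool, then stimulated with TGF-beta at 500 pg/mL final for 18 h before per-cell GFP fluorescence imaging.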
IL-2 act: IL-2 activation; 360,000 compounds, 0.065% hits; activation, % (series mostly up to about 46 µM); IL-2 activation reporter assay, cell-based qHTS; stimulated with anti-CD3/CD4/CD28 beads; in transgenic mouse T cells; in the data active means activation above about 50%; inconclusive means mostly about 30% to 49%; further: 0% is about no effect
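Readout: EGFP and DsRed signals by fluorescent plate cytometry. Unstimulated transgenic mouse T cells received compound 60 min before antibody-bead stimulation, then incubated 18 h at 37 degrees C.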
ATXN2 expr inh: reduces ATXN2 reporter expression in HEK-293 cells. HEK-293 ATXN2-luciferase reporter, luminescence, 24 h. Potency, µM (doses to about 57 µM), without a hit: top-dose activity change, negative = inhibition, hits mostly inhibitors. 360,000 compounds, 0.72% hits. AID 1745845; further: potency means the concentration at half of the fitted maximal effect; on the % scale 0 is the no-effect control and ±100 the full control effect; nearly all actives have a fitted effect of over 55% in size
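ATXN2-luciferase reporter cells (luciferase flanked by upstream and downstream ATXN2 gene portions) were treated 24 h at 37 °C with compounds at up to 57 uM. SteadyGlo luminescence gave expression; GF-AFC fluorescence gave viability.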
A549 tox: counter-screen for Nrf2 inhibitors: cytotoxicity in A549 cells. Potency, µM (highest dose often 46 µM), without a hit: top-dose activity change, negative = cytotoxicity, hits mostly inhibitors. AID 504648. A549 ARE-Fluc cells, CellTiter-Fluor viability, 18-24 h. 390,000 compounds, 0.16% hits; further: potency means the concentration at half of the fitted maximal effect; on the % scale 0 is the no-effect control and ±100 the full control effect
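Cytotoxicity counterscreen: CellTiter-Fluor fluorescence was measured in A549 ARE_Fluc cells after 18-24 h of compound exposure in a concentration series. The subsequent BugLite luminescent read reports ARE-luciferase activity.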
Nrf2 activator: activates Nrf2 signaling | AREc32 ARE-luciferase reporter (MCF7-derived line), luminescence, 24 h | Potency, µM (doses to about 46.1 µM), for inactives: at the top dose activation, most hits filed as activators | 410,000 compounds, 0.31% hits | AID 624171; further: potency means the concentration at half of the fitted maximal effect; % of control where 0% means no effect; nearly all actives have a fitted effect of over 65% in size
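AREc32_Fluc, 1000 cells/well, OPTI-MEM + 5% FBS, o/n 37 deg C 5% CO2; 23 nL cpd by pin tool, 24 hr; Steady-Glo 30 min RT, luminescence.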
HepG2 tox: counter-screen for TGF-b inhibitors: cytotoxicity in HepG2 cells; Potency, µM (doses to about 46.1 µM), for inactives: at the top dose activity change, negative = cytotoxicity, actives largely listed as cytotoxic; 410,000 compounds, 0.76% hits; HepG2 CAGA-GFP viability, ATP luminescence, 18 h; AID 588856; further: potency means the concentration at half of the fitted maximal effect; some results filed as inactive show a strong effect at the top dose
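HepG2 CAGA-GFP cells (1000/well, DMEM with 1% FBS) received compound, then TGF-beta at 500 pg/mL final, and were incubated 18 hours at 37 degrees C. Viability was read by CellTiter-Glo luminescence. Media-only wells were set as complete cell-killing and DMSO as no toxicity.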
EPAC2 ag: activates human EPAC2 exchange factor; Q8WZA2; EPAC2 activation, biochemical qHTS; response scale: 100% = 6.5 mM cAMP response; Potency, µM (series often up to 154 µM), inactives show at the highest dose activation, hits mostly activators; 360,000 compounds, 0.079% hits; AID 720711; further: potency means the concentration at half of the fitted maximal effect; nearly all actives have a fitted effect of over 50% in size
Target sequence (Q8WZA2 whole entry, looked up): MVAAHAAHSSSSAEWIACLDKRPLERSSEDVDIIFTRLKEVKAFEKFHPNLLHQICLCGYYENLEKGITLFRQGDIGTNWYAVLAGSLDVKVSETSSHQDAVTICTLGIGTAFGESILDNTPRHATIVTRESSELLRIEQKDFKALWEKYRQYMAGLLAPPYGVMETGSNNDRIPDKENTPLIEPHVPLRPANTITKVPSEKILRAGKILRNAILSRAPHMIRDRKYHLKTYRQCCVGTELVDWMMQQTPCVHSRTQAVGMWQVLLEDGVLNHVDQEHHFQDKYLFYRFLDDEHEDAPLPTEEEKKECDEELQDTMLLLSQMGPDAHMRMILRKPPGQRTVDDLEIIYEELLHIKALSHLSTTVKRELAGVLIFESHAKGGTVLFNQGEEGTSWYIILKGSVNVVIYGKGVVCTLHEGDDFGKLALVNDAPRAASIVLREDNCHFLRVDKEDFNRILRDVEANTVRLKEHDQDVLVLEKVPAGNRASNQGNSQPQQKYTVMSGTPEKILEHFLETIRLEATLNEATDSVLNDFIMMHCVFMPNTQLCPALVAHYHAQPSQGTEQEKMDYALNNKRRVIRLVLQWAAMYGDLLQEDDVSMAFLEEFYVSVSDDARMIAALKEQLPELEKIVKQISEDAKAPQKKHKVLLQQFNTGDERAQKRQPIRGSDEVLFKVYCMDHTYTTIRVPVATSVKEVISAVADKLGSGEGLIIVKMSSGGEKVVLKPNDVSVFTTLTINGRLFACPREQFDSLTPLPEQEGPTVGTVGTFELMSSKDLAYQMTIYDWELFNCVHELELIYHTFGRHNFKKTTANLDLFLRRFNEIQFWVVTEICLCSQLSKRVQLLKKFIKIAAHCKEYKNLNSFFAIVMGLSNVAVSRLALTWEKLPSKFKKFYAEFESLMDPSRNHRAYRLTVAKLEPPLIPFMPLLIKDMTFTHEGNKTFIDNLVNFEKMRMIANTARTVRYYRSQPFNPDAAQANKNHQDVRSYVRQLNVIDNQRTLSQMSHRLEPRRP
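Compounds were titrated in qHTS against a Rap1B-BODIPY-GDP (250 nM) complex with EPAC2 (100 nM) and GDP (50 uM). BODIPY-GDP release tracked at 480/540 nm over 30 min at room temperature, normalized to 6.5 mM cAMP.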
S2 tox: cell viability loss in ATXN counter-screen. AID 651635. Potency, µM (titrated, usually from 56.7 µM), actives largely listed as cytotoxic. S2 cells (HEK-293 line with an ATXN2-luciferase reporter) viability, CellTiter-Fluor protease fluorescence, 24 h. 400,000 compounds, 0.49% hits; further: potency means the concentration at half of the fitted maximal effect; nearly all actives have a fitted effect of over 40% in size
Active calls of the source: *; i = inactive; ? = inconclusive; nt = no result given; [ ] = another dose, or the depositor's remark. Unless noted, the call rests on the fitted dose curve; in most records, active means well fitted curve in the direction sought with a large enough effect; inconclusive means small, poorly fitted or top-dose-only effect, or another doubt; inactive means no such curve, though single readings can be large; an effect the other way counts as inactive or inconclusive.

Compound,A549 tox,Nrf2 inh,EPAC2 ag,ATXN2 expr inh,Nrf2 activator,TGFb SMAD3 inh,IL-2 act,S2 tox,HepG2 tox
Cc1noc(NS(=O)(=O)c2ccc(NC(=O)c3cc(-c4ccccc4Cl)nc4ccccc34)cc2)c1C,-2%,-11%,-7%,12%,0.1%,-2%,-0.3,i,-17%
CCOc1ccc(S(=O)(=O)N2CC(=O)Nc3ccccc32)cc1,-17%,-17%,5%,8%,-0.3%,-14%,-3.0,i,7%
Cc1c(-c2nsc(NC(=O)c3cccc(Cl)c3)n2)nnn1-c1ccccc1C(F)(F)F,?,?,nt,nt,-0.7%,?,nt,nt,-20%
Cc1cc(C)c2c(n1)sc1c(=O)n(-c3ccccc3C(F)(F)F)nnc12,12%,0%,nt,-13%,-1.6%,0%,nt,i,-11%
COC(=O)Cn1nnnc1-c1nc2cc(C)c(C)cc2[nH]c1=O,nt,nt,4%,10%,11%,nt,-0.1,nt,nt
NCCNc1ccc2nnnn2n1,0%,-3%,10%,-18%,-0.3%,22%,0.2,i,-8%
CN(C)c1ccc(-c2[nH][nH]c(=O)c2NC(=O)c2ccc3ccccc3n2)cc1,nt,nt,21%,?,20%,?,-0.4,?,-77%
O=C1C/C(=C/NCc2ccccc2)C(=O)N1,-2%,nt,15%,-14%,2.8%,3%,-0.6,i,-5%
O=C(Oc1ccc(Br)cc1C(=S)N1CCOCC1)c1cccc([N+](=O)[O-])c1,0%,-13%,11%,7%,-1.3%,0%,0.8,i,-5%
CC(=O)N1c2ccccc2C(=O)C1N1CCCCC1 (configuration not stated),-4%,-1%,10%[15.6 µM],7%,5.3%,2%,0.0,i,-1%
COc1cccc(N2CCN(c3ccc4nnc(CCC(=O)Nc5ccc(F)cc5F)n4n3)CC2)c1,1%,-4%,13%,7%,-0.8%,-12%,-1.6,i,-4%
Cc1c(/C(O)=C2/C(=O)C(=O)N(Cc3cccnc3)C2c2ccccn2)cnn1-c1ccccc1 (configuration not stated),7%,?,12%,-33%[11.3 µM],-1.3%,0%,-0.1,i,-4%
COc1ccc(-c2csc3ncnc(Nc4cccc(F)c4)c23)cc1,24%,nt,nt,0%,0.5%,5%,nt,i,-18%
CSCCC(=O)N1CCC(CCC(=O)NC2CC2)CC1,-3%,10%,-2%,8%,-0.3%,4%,-5.8,i,-1%
Cc1cc(C(=O)COC(=O)Cc2c(F)cccc2Cl)c(C)n1C,nt,nt,-5%,nt,1.9%,15%,-3.4,nt,1%
COc1ccc(CCNC(=O)CCC(=O)Nc2nnc(C(C)C)s2)cc1OC,1%,3%,-6%,7%,-0.4%,0%,-2.0,i,15%
CCOC(=O)c1nnn(CC(=O)Nc2ccccc2)c1C(=O)OCC,-4%,-6%,5%,1%,-0.9%,2%,-0.3,i,7%
CC(C)(C)NC(=O)C1(N2C(=O)c3ccccc3C2=O)CCCC1,1%,?,16%,-14%,-0.3%,7%,0.1,i,-21%
CC1/C(=N/O)CC(c2ccccc2)NC1c1ccccc1 (configuration not stated),-2%,3%,12%,-6%,-0.6%,-24%,-1.3,i,0%
CC(C)c1ccc(N2C(=O)CC(NNC(=O)c3ccccc3Cl)C2=O)cc1 (configuration not stated),4%,8%,6%,-11%,0.5%,-17%,-5.6,i,-15%
CC1(C)Cc2ccccc2/C(=C/C(=O)N2CCCCCC2)N1,-27%,26µM*,16%,-19%,-0.1%,?,-0.5,i,-27%
O=C(CSc1nc(-c2ccccc2)nc2ccccc12)Nc1nccs1,?,?,14%,-34%,0.0%,-23%,0.1,i,-44%
COc1ccc(-c2c(C#N)c(SCC(N)=O)nc3c2CCCC3)cc1,-3%,?,-1%,4%,-0.1%,0%,-0.1,i,-42%
CC(=O)c1cccc(NC(=O)C(OC(=O)c2cccc(S(=O)(=O)N(C)c3ccccc3)c2)c2ccccc2)c1 (configuration not stated),-7%,1%,14%,-9%,-0.5%,1%,0.4,i,-21%
Cn1cnc(S(=O)(=O)NCc2cccs2)c1,0%,nt,-3%,6%,-0.2%,8%,0.1,i,16%
COc1cccc(Cn2cc(C)cc(NC(=O)NCc3ccccc3)c2=O)c1,0%,-14%,-7%,nt,3.4%,1%,0.5,i,-14%
CCC(=O)Nc1nnc(C(C)(C)C)s1,-7%,5%,5%,6%,-0.3%,-10%,-1.2,i,13%
CC(=O)N1c2ccc(S(=O)(=O)N3CCCC3)cc2CC1C(=O)NC(C)C (configuration not stated),4%,-22%,2%,nt,-0.2%,3%,-0.5,i,4%
COc1ccc(CNC(=O)c2ccc(N(C)S(=O)(=O)c3ccc(C)cc3)cc2)cc1,1%,?,14%,-18%,0.8%,?,-2.2,?,-31%
Cc1nc(CSc2nnc(C)s2)cs1,?,29%,1%,11%,2.5%,-20%,0.5,i,-5%

Entries of single compounds, looked up by structure.
`Cc1cc(C)c2c(n1)sc1c(=O)n(-c3ccccc3C(F)(F)F)nnc12` across the screens: A549 tox = 12%; Nrf2 inh = 0%; EPAC2 ag = nt; ATXN2 expr inh = -13%; Nrf2 activator = -1.6%; TGFb SMAD3 inh = 0%; IL-2 act = nt; S2 tox = i; HepG2 tox = -11%
`Cc1noc(NS(=O)(=O)c2ccc(NC(=O)c3cc(-c4ccccc4Cl)nc4ccccc34)cc2)c1C` across the screens: A549 tox = -2%; Nrf2 inh = -11%; EPAC2 ag = -7%; ATXN2 expr inh = 12%; Nrf2 activator = 0.1%; TGFb SMAD3 inh = -2%; IL-2 act = -0.3; S2 tox = i; HepG2 tox = -17%

Later entries:
Compound,A549 tox,Nrf2 inh,EPAC2 ag,ATXN2 expr inh,Nrf2 activator,TGFb SMAD3 inh,IL-2 act,S2 tox,HepG2 tox
COc1ccc(NC(=O)Cn2nc(Cc3cccnc3)c3ccccc3c2=O)c(OC)c1,-1%,5%,3%,2%,-0.4%,6%,-2.0,i,-18%
COc1ccccc1C(=O)Nc1nc2n(n1)C(c1ccc(F)cc1)C=C(c1ccc(Cl)cc1)N2 (configuration not stated),7%,15%,nt,4%,0.3%,49%[activator],nt,nt,1%
COc1ccc(C2=C/C(=C\c3ccccc3OC(C)=O)C(=O)O2)cc1,-1%,?,-3%,nt,6.5%,6%,-0.6,i,-3%
COc1ccc(S(=O)(=O)Nc2cccc3c2O[C@H](CN(C)Cc2ccc(C(=O)O)cc2)[C@@H](C)CN([C@H](C)CO)C3=O)cc1,6%,10%,-7%,4%,-0.6%,11%,0.1,i,1%
CC(C)C1C(C#N)=C(N)Oc2n[nH]c(-c3cccs3)c21 (configuration not stated),-10%,-1%,5%,5%,-0.5%,5%,0.7,i,23%
Cn1c(=O)c2c(ncn2CCOC(=O)C(C)(C)Oc2ccc(Cl)cc2)n(C)c1=O,nt,nt,8%,nt,3.6%,-5%,-2.5,i,-10%
COC(=O)C1CCN(C(=O)C2CCN(C(=O)[C@H](C)NS(=O)(=O)c3ccc(C)cc3)CC2)CC1,-1%,-16%,7%,-9%,0.0%,12%,-0.2,i,-22%
Cc1ccc(CN(C(=O)COc2ccc(F)cc2)C2CCS(=O)(=O)C2)o1 (configuration not stated),3%,3%,nt,nt,-1.2%,nt,nt,nt,-16%
Cc1ccc(CNC(C)c2ccccc2)s1 (configuration not stated),-1%,10%,nt,1%,-1.8%,10%,nt,i,-14%
CCn1nc(C)c(NC(=O)c2ccc(Br)o2)c1C,3%,1%,11%,2%,0.1%,-23%,-3.0,i,3%
Cc1ccc(S(=O)(=O)N2CCC(C(=O)N3CCc4ccccc43)CC2)cc1,0%,-23%,-5%,-5%,0.3%,-11%,0.3,i,6%
COc1ccccc1CNC(=O)C1CCN(S(=O)(=O)c2cccc3nonc23)CC1,1%,8%,-5%,-29%,-0.6%,-21%,-3.0,i,-9%
COC(=O)CN1C(=O)C(O)(CC(=O)c2ccc(Br)cc2)c2ccccc21 (configuration not stated),-3%,-8%,3%,-7%,2.8%,?,-1.6,i,2%
C/C(=N\Nc1ncc(Cl)cc1Cl)c1ccc(N2CCOCC2)cc1,6%,5%,-5%,-2%,12%,19%,-1.0,i,41%
O=C(CC(Nc1ccc(F)cc1)c1ccccc1)c1ccccc1 (configuration not stated),5%,3%,10%,2%,1.5%,-2%,-1.3,i,-8%
CCSc1nc(-c2ccccc2)c(-c2ccccc2)n1CC(O)CO (configuration not stated),1%,-21%,7%,nt,1.5%,-3%,-2.0,i,-11%
O=C(NCCC1=CCCCC1)c1cc(-c2ccncc2)nc2ccccc12,4%,2%,-2%,-12%,-0.2%,-1%,-4.5,i,12%
O=C(O)C1C2C=CC3(CN(Cc4ccco4)C(=O)C13)O2 (configuration not stated),-1%,8%,9%,1%,-0.3%,0%,-2.0,i,-9%
COc1ccc(CCNC(=O)CSc2ccccn2)cc1,4%,-22%,5%,7%,-0.8%,7%,-2.7,i,-1%
COc1cccc(N2C(=O)C3C(C2=O)C2C=CC3C23CC3)c1 (configuration not stated),-6%,nt,-21%,3%,0.4%,11%,-0.3,i,0%
COc1cc(C(C)=O)ccc1OCC(=O)OC(C)C(=O)c1ccc(F)cc1 (configuration not stated),-1%,7%,7%,nt,0.1%,24%,0.0,i,4%
COc1ccccc1Oc1c(C)oc2cc(OC(=O)c3ccco3)ccc2c1=O,-6%,-11%,7%,-6%,0.1%,-6%,-3.3,i,4%
CCCCC(c1nnnn1CC1CCCO1)N1CCN(c2nc3ccccc3s2)CC1 (configuration not stated),-9%,?,11%,-5%,2.6%,16%,-1.7,i,6%
CCOC(=O)CNc1nc(Cl)c(C#N)s1,0%,12%,5%,7%,0.4%,2%,-0.6,i,-2%
CC(C)Nc1nc(NC(C)C)nc(SCCOC(=O)Nc2ccc(Cl)cc2Cl)n1,-9%,-19%,-3%,-18%,5.2%,0%,-2.6,?,-6%

An unsorted share of the library (roughly 4.3% active in at least one column).
